WT yeast gro inh = growth inhibition of WT yeast, mitochondrial fusion screen | inhibition, % at 10 µM | AID 1362 | actives 2.1% (n = 190,000) | mitochondrial fusion phenotypic screen, WT strain; in the data active = inhibition above about 58%; tested in S. cerevisiae
Dynein cargo inh = dynein cargo transport inhibition; 3617.4 mouse cells, GR-EGFP nuclear translocation imaging; test concentration mostly 20 µM; stimulated with dexamethasone, 1 µM; stronger effect = lower value; z-score, hits read low; actives 0.47% (n = 220,000); AID 1381;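 active = plate z-score of nuclear minus cytoplasmic receptor signal below a set negative limit, without overly bright fluorescence or cell loss, cut at about -3.5 in these data, passing the limit was not always enough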;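 also: z-score of nuclear minus cytoplasmic ring GR-EGFP intensity difference per well; some compounds called inactive have numbers as strong as hits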
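Medium: Induction medium lacking tetracycline, stripped serum | Probe or stimulus: 1.0 µM final dexamethasone stimulus | Schedule: 48 h induction, then 1 h compound, then 30 min agonist, 37 °C | Signal: Automated 10x imaging of fixed Hoechst-stained cells | Evaluation: Per-cell GR-EGFP intensity, nucleus versus surrounding cytoplasmic ring, well-averaged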
T cell modulator = T cell immune modulation candidate; 2C CD8+ T cell-vesicle binding, flow cytometry; stronger effect = lower value; calls only at 7 µM; actives 0.068% (n = 330,000); AID 2052;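 active = response, share of CD8 T cells binding vesicles, and their 90th percentile fluorescence all below set limits, cut at about 80% in these data, passing the limit was not always enough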
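Assay system – 2C mouse CD8+ T cells · Also added – QL9-loaded Drosophila micro-vesicles · Timing – Cell–vesicle co-incubation 1.5 h at 37 °C, staining 20 min on ice · Signal – flow cytometry of vesicle-bound cells · Measure – percent CD8+ FL2 mean versus row control · Controls – Peptide-free naked vesicles (low) and QL9 vesicles with 0.7% DMSO vehicle (high)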
MT stabilizer = microtubule stabilization, imaging screen | AID 2205 | HeLa tubulin immunostaining HCS, 24 h; share of cells brighter than vehicle mean+2SD | % tubulin-high responders, % at 10 µM | actives 0.83% (n = 200,000);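 active = plate Z-score above 3 for both tubulin-high and condensed-nucleus cell shares, with cell loss under 80%, at 10 µM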;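 also: anti alpha tubulin signal scored within the nucleus-defined area of each cell; some results filed as inactive read as strong as hits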
b-catenin transl = beta-catenin nuclear translocation modulation; HeLa beta-catenin nuclear translocation, immunofluorescence imaging; nuclear translocation activity, % at 5 µM; actives 0.3% (n = 190,000); AID 1665;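 active = nuclear translocation activity above 50% at 5 µM, with a well cell count of 50 or more; inconclusive = wells under 50 cells across six images, flagged as toxic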;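 also: per-cell ratio of nuclear to cytoplasmic median beta-catenin stain intensity; plate controls were DMSO negative control for no effect and GSK-3 inhibitor IX positive control for full effect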
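Signal – beta-catenin immunofluorescence imaging with DAPI · Test system – human HeLa cell line · Dosing – 5 µM primary single dose, 0.1% DMSO, 0.02–20 µM confirmation series · Measure – % activation, nuclear-to-cytoplasmic median beta-catenin signal ratio per cell · Incubation – 24 h compound exposure at 37°C, 5% CO2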
P. falciparum M1AAP = malaria alanyl aminopeptidase activity blockers – biochemical, fluorogenic H-Leu-NHMec substrate, 1536-well (AID 1445) | recombinant M1AAP, H-Leu-NHMec fluorogenic kinetic assay; higher % means a stronger effect | inhibition, % at 30 µM; hits with a dose series show IC50 in µM | actives 0.42% (n = 220,000);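 active = primary inhibition above the hit cutoff, then over 50% inhibition at one or more dose response concentrations, cut at about 23% in these data, passing the limit was not always enough; inconclusive = conflicting primary data, or primary hits not chosen for dose response; inactive = low primary inhibition, or under 50% at every dose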;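 also: plate controls were DMSO full reaction for no effect and no enzyme background for full effect; strong numbers were not always called active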
P. falciparum M17LAP = P. falciparum M17LAP inhibitors, primary screen, biochemical, fluorogenic H-Leu-NHMec substrate, 1536-well (AID 1619) | one-dose inhibition, % at 30 µM; IC50 in µM for titrated hits | recombinant M17LAP, H-Leu-NHMec fluorogenic kinetic assay; higher % means a stronger effect | actives 0.38% (n = 220,000);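 active = compound inhibiting the enzyme by more than half at any dose during confirmatory dose-response retesting; inconclusive = strong single-dose inhibitors picked by rank but not retested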;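 also: plate controls were full reaction with DMSO carrier for no effect and no enzyme background for full effect; strong numbers were not always called active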
Yfh1-off respiration = mitochondrial function rescue without frataxin homolog – Friedreich's ataxia, plus single-dose screen, dose response (AID 1465). S. cerevisiae Yfh1-off respiration, WST-1 reduction, 72 h; higher fold induction means a stronger effect. fold induction at 50 µM, or EC50 in µM where a hit was titrated. actives 0.074% (n = 220,000);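 active = fold induction of absorbance versus untreated yeast above a set limit, then at least 30% activation at any dose in follow-up; inconclusive = repeats straddling the limit, or above it without dose testing; inactive = fold induction below the set limit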;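 also: activators that raise dye reduction in frataxin-depleted yeast; strong numbers were not always called active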
Autophagy mod = alters autophagy in cells; MEF GFP-LC3 puncta imaging; test concentration mostly 10 µM; calls only at 10 µM (by protocol); actives 0.98% (n = 190,000);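 active = percentage of spot-positive cells more than 3 SD above its plate mean, without a fluorescence outlier flag or 80% toxicity; inconclusive = no clear call, values can overlap the other calls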;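 also: spot-positive cell cutoff set from DMSO-treated cells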
WT yeast gro inh mutant strain = also measured in WT yeast gro inh; calls as there; inhibition, %; mitochondrial fusion phenotypic screen, mutant strain inhibition
Dynein cargo inh cytoplasmic EGFP = also measured in Dynein cargo inh; calls as there; z-score; measured here: cytoplasmic GR-EGFP intensity; stronger effect = higher value
Dynein cargo inh nuclear GR-EGFP = recorded beside Dynein cargo inh, whose call it bears; z-score; measured here: nuclear GR-EGFP intensity;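 lower value marks the stronger effect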
Dynein cargo inh cell count = second read-out of Dynein cargo inh, no call of its own (marks repeat the call); z-score; measured here: cell count per field
b-catenin transl cell count 5 µM = further read-out of b-catenin transl, marked with its call; cell count; measured here: cell count, cytotoxicity flag
T cell modulator vesicle-bound % = also measured in T cell modulator; calls as there; double positive events, %; measured here: CD8+ vesicle-bound cell fraction;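 binding gate set so that unloaded-vesicle control wells show 10% double positive cells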
MT stabilizer Hoechst-high % = second read-out of MT stabilizer, no call of its own (marks repeat the call); % Hoechst-high responders; measured here: nuclear condensation Hoechst responders;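 share of cells brighter than vehicle mean plus two SD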
MT stabilizer cytotoxicity % = also measured in MT stabilizer; calls as there; toxicity, %; measured here: cytotoxicity by cell density;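 0% = mean cell density of plate MIN control wells and 100% = no cells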
Autophagy mod cell loss 18 h = recorded beside Autophagy mod, whose call it bears; toxicity, %; measured here: cell loss, nuclei count;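 cell loss after 18 h compound exposure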
* = called active by the depositor; i = inactive; ? = inconclusive; · = not tested or not shown. Compounds as they come; 4.4% or so of the library scored in one or more.

SMILES	WT yeast gro inh	WT yeast gro inh mutant strain	Dynein cargo inh	Dynein cargo inh cytoplasmic EGFP	Dynein cargo inh nuclear GR-EGFP	Dynein cargo inh cell count	T cell modulator	T cell modulator vesicle-bound %	MT stabilizer	MT stabilizer Hoechst-high %	MT stabilizer cytotoxicity %	b-catenin transl	b-catenin transl cell count 5 µM	P. falciparum M1AAP	P. falciparum M17LAP	Yfh1-off respiration	Autophagy mod	Autophagy mod cell loss 18 h
Cc1c(NC(=O)C2CCCN2S(=O)(=O)c2cccc3nsnc23)cccc1C(=O)O (stereo unspecified)	-3.9	-12.8	1.21	-0.172	0.962	-0.342	i	44.4	9.6	1.8	7.7	·	·	-2.7%	3.2%	i	i	0.5
C=CCn1c(SCC(N)=O)nnc1-c1cccc(Br)c1	-3.1	-5.7	0.185	-0.196	0.416	-0.161	i	37.3	2.0	2.4	10.3	-4.0	946	2.4%	2.6%	i	·	·
O=C(C[n+]1cccc2ccccc21)c1ccccc1	-4.2	-11.1	-0.288	-0.301	-0.382	0.714	i	44.3	2.5	3.3	4.7	-3.1	557	1.5%	14.6%	i	i	-14.7
CC(C)c1nc2scc(-c3ccc(Cl)cc3)c2c(=O)n1N	·	·	0.206	-0.226	0.509	-0.194	i	26.4	·	·	·	-0.5	1392	-0.4%	2.2%	i	·	·
CCOC(=O)C1(CC)NC(c2ccc(N(C)C)cc2)C2C(=O)N(C)C(=O)C21 (stereo unspecified)	-10.6	9.7	-1.08	-0.246	-0.314	0.579	i	19.9	8.2	3.1	0.2	-0.1	1182	9.0%	7.8%	i	i	12.1
CCOc1ccccc1C1N=C(c2ccc(OC)cc2)CC(c2ccccc2O)N1 (stereo unspecified)	19.9	10.2	-1.06	0.778	-0.265	0.0475	i	31.7	4.9	1.5	13.7	1.6	1093	4.4%	1.2%	i	i	26.8
Clc1ccc2c(c1)CNc1c(ncnc1N1CCOCC1)O2	-6.1	-16.2	-0.308	-0.139	-0.065	1.4	i	19.8	5.2	3.1	4.5	-2.1	1140	4.6%	-0.5%	i	i	3.2
Cc1cc(C)c(NC(=O)CSc2nnc(Cc3cccn3C)n2-c2ccc(F)cc2)c(C)c1	7.4	-0.7	0.687	-0.246	0.402	0.07	i	45.0	5.6	4.8	8.3	-1.0	1349	3.4%	4.6%	i	i	10.2
CCOC(=O)c1sc(NC(=O)CN2C(=O)c3cccc4cccc(c34)C2=O)nc1C	7.7	1.8	-0.746	-0.15	0.0247	0.727	i	5.0	2.6	1.9	3.1	·	·	2.4%	19.6%	i	i	10.7
CC1Cc2ccccc2N1C(=O)CN1C(=O)C(=O)N(Cc2ccccc2)C1=O (stereo unspecified)	21.8	26.1	-1.1	-0.193	-0.431	0.0588	i	23.7	1.3	1.4	6.8	·	·	-2.8%	-2.0%	i	i	-4.5
FC(F)(F)c1cccc(OCc2nnc3n2CCC3)c1	7.6	11.3	-0.0829	-0.311	0.28	-0.0192	i	41.4	3.7	2.7	6.1	-3.4	1032	-1.2%	-0.5%	i	i	5.3
COc1ccc(-c2nn(-c3ccccc3C)cc2CNC(C)Cn2cncn2)cc1F (stereo unspecified)	-3.2	4.8	1.25	-0.133	1.27	-1.36	i	28.3	2.6	1.4	5.8	0.5	948	·	·	i	i	-3.4
CCCSc1nc(C)c(CC(=O)OCC)c(=O)[nH]1	7.0	6.6	-0.506	-0.0922	-0.0344	0.853	i	26.1	5.1	3.5	9.5	-5.6	1009	5.2%	10.8%	i	i	3.5
CCCCCCCCC(=O)N/N=C(\C)c1ccc(O)cc1O	13.4	24.6	1.16	-0.241	0.836	-1.36	i	48.2	4.1	1.7	3.7	·	·	3.3%	0.5%	i	i	4.9
O=C(NC1CCCC1)C1(c2ccccc2)CCN(S(=O)(=O)c2ccccc2)CC1	53.2	-23.2	2.2	-0.244	1.05	-1.04	i	25.3	2.3	1.0	6.2	-6.6	1185	1.2%	-9.8%	i	i	10.6
Cn1c(COc2nnc(-c3ccc(Cl)cc3)c3ccccc23)nc2ccccc21	10.3	-6.1	0.193	-0.104	0.0595	-0.601	i	29.2	1.5	1.7	5.7	3.7	1309	-1.1%	-3.6%	·	i	18.9
COc1cc(C2SCC(=O)N2c2c(C)n(C)n(-c3ccccc3)c2=O)ccc1O (stereo unspecified)	·	·	-0.323	-0.248	0.19	1.22	i	31.9	·	·	·	-1.5	1389	-0.8%	7.8%	i	·	·
O=C(NCc1ccccc1)C(c1ccc(F)cc1)N(Cc1ccc2c(c1)OCO2)C(=O)Cn1nnc(-c2cccs2)n1 (stereo unspecified)	-2.4	-5.5	-0.424	-0.149	-0.326	1.26	i	28.2	2.7	1.8	5.6	-2.4	611	1.3%	7.0%	i	i	0.3
CC(=O)NS(=O)(=O)c1ccc(N=NN2CCOCC2)cc1	-3.8	-8.5	-0.456	-0.308	-0.482	0.946	i	29.5	2.7	3.6	9.8	-0.3	971	9.0%	26.3%	i	i	-5.7
COC(=O)/C=C/COc1ccccc1[N+](=O)[O-]	-27.4	2.3	0.108	-0.149	0.0843	-1.63	i	50.5	2.4	3.3	2.7	-3.7	1062	2.4%	-2.6%	i	i	11.3
CC(C)(O)C#Cc1ccc(CN2CCN(Cc3ccsc3)C(CCO)C2)s1 (stereo unspecified)	-1.6	-6.5	-0.425	0.262	-0.0248	0.0251	i	55.9	4.1	1.7	5.9	1.3	1151	2.2%	-5.8%	i	i	9.8
O=C(CCl)N1c2ccccc2OCC1c1ccccc1 (stereo unspecified)	-4.3	5.6	-3.17	0.687	-2.27	0.0368	i	41.0	5.2	1.5	14.3	1.1	1082	-0.1%	1.1%	i	i	7.4
Cc1ccccc1CNC1CCCCC1	-2.5	-11.2	0.0527	-0.281	-0.351	0.537	i	31.5	3.0	1.2	4.6	4.2	485	1.4%	0.7%	i	i	-8.7
CC(C)c1cc(C(=O)O)n(-c2ccccc2)n1	-10.2	1.6	-0.253	-0.328	-0.376	0.799	i	34.7	1.2	2.3	5.9	·	·	-10.8%	5.0%	i	i	1.3
CN(c1ccc(OCc2nnc(-c3ccccc3)o2)cc1)S(=O)(=O)c1ccccc1	-0.5	-5.4	0.566	-0.205	0.662	-0.674	i	50.3	3.0	2.2	18.9	4.0	1109	9.9%	13.5%	i	i	-1.9
N#CC12CCCCC1CC1CCCCC1(C#N)N2Cc1cccnc1 (stereo unspecified)	5.5	3.3	-1.07	-0.262	-0.141	1.26	i	41.6	9.4	3.5	12.6	-4.6	713	2.8%	-11.8%	i	i	3.3
O=C(COC(=O)c1ccc(Br)o1)NCc1ccco1	·	·	-0.636	-0.328	-0.256	-0.226	i	54.5	2.8	1.8	7.8	·	·	·	·	i	i	0.8
CCC(C)(C)n1nnnc1C(c1ccc(C)cc1)N1CCN(Cc2ccc3c(c2)OCO3)CC1 (stereo unspecified)	16.3	-0.1	-0.413	-0.234	-0.197	-0.699	i	55.5	4.4	2.7	6.6	-0.5	1228	5.4%	18.0%	i	i	-2.8
Cc1cc(C(=O)NNS(=O)(=O)c2ccccc2C(F)(F)F)nn1C(C)(C)C	·	·	-1.08	-0.171	-0.466	0.201	i	31.5	·	·	·	-2.9	1118	-1.3%	-2.2%	i	·	·
CCOC(=O)c1c(C)oc(NC(=O)CCl)c1C(=O)OCC	-8.5	2.6	0.307	0.226	0.202	-0.956	i	1.2	2.9	0.6	1.8	-2.4	1045	-0.8%	0.8%	?	i	-31.8

Reformatted: entries from further up
Structure,WT yeast gro inh,WT yeast gro inh mutant strain,Dynein cargo inh,Dynein cargo inh cytoplasmic EGFP,Dynein cargo inh nuclear GR-EGFP,Dynein cargo inh cell count,T cell modulator,T cell modulator vesicle-bound %,MT stabilizer,MT stabilizer Hoechst-high %,MT stabilizer cytotoxicity %,b-catenin transl,b-catenin transl cell count 5 µM,P. falciparum M1AAP,P. falciparum M17LAP,Yfh1-off respiration,Autophagy mod,Autophagy mod cell loss 18 h
Cc1cc(C)c(NC(=O)CSc2nnc(Cc3cccn3C)n2-c2ccc(F)cc2)c(C)c1,7.4,-0.7,0.687,-0.246,0.402,0.07,i,45.0,5.6,4.8,8.3,-1.0,1349,3.4%,4.6%,i,i,10.2
CCOC(=O)c1sc(NC(=O)CN2C(=O)c3cccc4cccc(c34)C2=O)nc1C,7.7,1.8,-0.746,-0.15,0.0247,0.727,i,5.0,2.6,1.9,3.1,·,·,2.4%,19.6%,i,i,10.7

A few values from the list:
`Cc1ccccc1CNC1CCCCC1` | MT stabilizer Hoechst-high %: 1.2
`O=C(COC(=O)c1ccc(Br)o1)NCc1ccco1` | Dynein cargo inh cell count: -0.226
`Cn1c(COc2nnc(-c3ccc(Cl)cc3)c3ccccc23)nc2ccccc21` | Dynein cargo inh: 0.193
